Nrf2 block: inhibitors of Nrf2 signaling; A549 ARE-Fluc reporter, luciferase luminescence, 18-24 h; Potency, µM (doses to about 46 µM), for inactives: at the top dose activity change, negative = inhibition, usual class: inhibitors; actives 2.1% (n = 360,000); note: potency is the fitted concentration of half-maximal effect; % is set by controls: 0 for no effect and ±100 for the full control effect; nearly all actives have a fitted effect of over 60% in size
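Concentration-response testing used A549 ARE_Fluc cells at 5000 cells/well. Following an 18-24 h compound incubation, viability was read by fluorescence (Ex 405/Em 525) and luciferase output by luminescence.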
TGFb inhibitor: inhibitors of TGF-b signaling; HepG2 CAGA-GFP TGF-b/SMAD3 reporter, GFP fluorescence, 18 h; TGF-beta stimulated, 500 pg/mL final; Potency, µM (highest dose often 46.1 µM), for the others: top-dose activity, negative = inhibition, usual class: inhibitors; actives 1.2% (n = 410,000); AID 588855; note: potency is the fitted concentration of half-maximal effect; % is set by controls: 0 for no effect and ±100 for the full control effect; nearly all actives have a fitted effect of over 65% in size
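Using HEPG2 CAGA-GFP reporter cells at 1000 cells/well, we pinned test compounds, stimulated with recombinant TGF-beta (500 pg/mL final) and measured total well GFP after 18 h.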
IL-2 act: activates IL-2 in a cell-based reporter assay. AID 652025. activation, % (series mostly up to about 46 µM). IL-2 activation reporter assay, cell-based qHTS; stimulated with anti-CD3/CD4/CD28 beads; in transgenic mouse T cells. actives 0.065% (n = 360,000); in the data active = activation above about 50%; inconclusive = mostly about 30% to 49%; note: 0% is about no effect
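Quantitative HTS in unstimulated transgenic mouse T cells, with memory T cells as non-tolerant control and PMA/ionomycin as tolerance-bypass control. Compound pretreatment lasted 60 minutes before 18 h bead stimulation; EGFP/DsRed fluorescence read.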
EPAC2 agonist: EPAC2 (human) agonism; actives 0.079% (n = 360,000); Potency, µM (highest dose often 154 µM), without a hit: at the highest dose activation, most hits filed as activators; Q8WZA2; EPAC2 activation, biochemical qHTS; response scale: 100% = 6.5 mM cAMP response; note: potency is the fitted concentration of half-maximal effect; nearly all actives have a fitted effect of over 50% in size
Target sequence (Q8WZA2 whole entry, looked up): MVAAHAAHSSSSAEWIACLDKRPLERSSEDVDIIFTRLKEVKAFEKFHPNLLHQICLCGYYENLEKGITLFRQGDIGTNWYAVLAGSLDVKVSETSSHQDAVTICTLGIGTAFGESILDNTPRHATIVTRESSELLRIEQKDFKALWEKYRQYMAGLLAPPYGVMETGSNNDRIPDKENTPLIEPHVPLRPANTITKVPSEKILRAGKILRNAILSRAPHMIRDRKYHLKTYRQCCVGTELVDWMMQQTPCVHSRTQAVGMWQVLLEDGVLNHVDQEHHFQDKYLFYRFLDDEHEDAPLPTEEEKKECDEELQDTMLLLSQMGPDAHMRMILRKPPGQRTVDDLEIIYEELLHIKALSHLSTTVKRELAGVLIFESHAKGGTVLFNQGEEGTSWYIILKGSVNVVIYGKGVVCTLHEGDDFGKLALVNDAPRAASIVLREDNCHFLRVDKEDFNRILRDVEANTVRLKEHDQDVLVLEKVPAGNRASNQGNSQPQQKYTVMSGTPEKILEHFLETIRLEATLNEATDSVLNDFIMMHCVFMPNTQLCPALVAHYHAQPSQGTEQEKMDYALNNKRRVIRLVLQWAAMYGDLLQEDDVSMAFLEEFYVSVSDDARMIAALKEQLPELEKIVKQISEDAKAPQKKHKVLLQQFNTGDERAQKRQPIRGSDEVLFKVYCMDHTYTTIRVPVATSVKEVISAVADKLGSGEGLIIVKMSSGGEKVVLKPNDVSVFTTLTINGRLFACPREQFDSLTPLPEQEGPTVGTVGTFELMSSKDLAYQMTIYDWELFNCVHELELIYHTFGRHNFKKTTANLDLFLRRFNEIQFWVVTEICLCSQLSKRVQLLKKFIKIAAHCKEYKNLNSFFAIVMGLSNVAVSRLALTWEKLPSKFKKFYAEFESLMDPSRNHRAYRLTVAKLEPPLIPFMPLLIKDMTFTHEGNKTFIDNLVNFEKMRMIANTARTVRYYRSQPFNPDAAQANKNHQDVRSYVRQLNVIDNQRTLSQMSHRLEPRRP
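Exchange assay: 100 nM EPAC2 with 250 nM Rap1B-BODIPY-GDP and 50 uM GDP. Fluorescence (ex 480/em 540 nm) read every 5 min for 30 min at room temperature. Data normalized to 6.5 mM cAMP as agonist control.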
A549 viability: kills or reduces viability of A549 cells in Nrf2 counter-screen. A549 ARE-Fluc cells, CellTiter-Fluor viability, 18-24 h. Potency, µM (titrated, usually from 46 µM), for the others: top-dose activity change, negative = cytotoxicity, actives largely listed as inhibitors. actives 0.16% (n = 390,000). AID 504648; note: potency is the fitted concentration of half-maximal effect; % is set by controls: 0 for no effect and ±100 for the full control effect
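A549 ARE_Fluc cells in 5% FBS OPTI-MEM were exposed to compounds in concentration-response for 18-24 h at 37 deg C. Viability was read by CellTiter-Fluor fluorescence (Ex 405/Em 525) after 30 min, before the luciferase read.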
ATXN viability: cell viability loss in ATXN counter-screen. Potency, µM (series often up to 56.7 µM), actives largely listed as cytotoxic. actives 0.49% (n = 400,000). AID 651635. S2 cells (HEK-293 line with an ATXN2-luciferase reporter) viability, CellTiter-Fluor protease fluorescence, 24 h; note: potency is the fitted concentration of half-maximal effect; nearly all actives have a fitted effect of over 40% in size
Nrf2 activator: Nrf2 pathway activation; AREc32 ARE-luciferase reporter (MCF7-derived line), luminescence, 24 h; Potency, µM (doses to about 46.1 µM), inactives show top-dose activation, usual class: activators; actives 0.31% (n = 410,000); note: potency is the fitted concentration of half-maximal effect; % of control where 0% means no effect; nearly all actives have a fitted effect of over 65% in size
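AREc32_Fluc, 1000 cells/well, OPTI-MEM + 5% FBS, o/n 37 deg C 5% CO2; 23 nL cpd by pin tool, 24 hr; Steady-Glo 30 min RT, luminescence.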
ATXN2 expr inh: reduces ATXN2 reporter expression in HEK-293 cells; HEK-293 ATXN2-luciferase reporter, luminescence, 24 h; Potency, µM (top dose mostly 57 µM), inactives show at the highest dose activity change, negative = inhibition, actives largely listed as inhibitors; actives 0.72% (n = 360,000); AID 1745845; note: potency is the fitted concentration of half-maximal effect; % is set by controls: 0 for no effect and ±100 for the full control effect; nearly all actives have a fitted effect of over 55% in size
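ATXN2-luciferase reporter cells (luciferase flanked by upstream and downstream ATXN2 gene portions) were treated 24 h at 37 °C with compounds at up to 57 uM. SteadyGlo luminescence gave expression; GF-AFC fluorescence gave viability.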
HepG2 tox: counter-screen for TGF-b inhibitors: cytotoxicity in HepG2 cells | HepG2 CAGA-GFP viability, ATP luminescence, 18 h | Potency, µM (doses to about 46.1 µM), without a hit: at the highest dose activity change, negative = cytotoxicity, actives largely listed as cytotoxic | actives 0.76% (n = 410,000) | AID 588856; note: potency is the fitted concentration of half-maximal effect; some results filed as inactive show a strong effect at the top dose
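CellTiter-Glo luminescence gave cytotoxicity after 18 hours at 37 degrees C. The cells were HepG2 CAGA-GFP in 1% FBS DMEM, stimulated with 500 pg/mL TGF-beta after compound addition. %Activity was normalised to no-cell wells (complete cell-killing) and DMSO (no toxicity), and curves were fitted and classified.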
* hit, by the source's call; i = inactive; u = inconclusive; x = not tested or not shown; & = joins results of further samples; [ ] = another dose, or the depositor's remark. Unless noted, calls come from the whole dose curve; as a rule, active = well fitted curve in the direction sought with a large enough effect; inconclusive = small, poorly fitted or top-dose-only effect, or another doubt; inactive = no such curve, though single readings can be large; an effect the other way counts as inactive or inconclusive. Compounds as they come (roughly 4.3% active in at least one column).

| molecule | Nrf2 block | TGFb inhibitor | IL-2 act | EPAC2 agonist | A549 viability | ATXN viability | Nrf2 activator | ATXN2 expr inh | HepG2 tox |
| --- | --- | --- | --- | --- | --- | --- | --- | --- | --- |
| O=[N+]([O-])c1ccc2c(c1)ncn2-c1ccccc1 | -12% | -11% | -0.5 | 9% | 3% | i | 0.5% | 7% | -7% |
| CCN(CC)c1ccc(NC(=O)CCNC(=O)c2ccco2)cc1 | u | 0% | -3.8 | 7% | 1% | i | 9.5% | -32%[11.3 µM] | 4% |
| COc1cc(NC(=O)Nc2c[nH]c(=O)[nH]c2=O)cc(OC)c1OC | u | 6% | x | x | 8% | u | -0.4% | 6% | -1% |
| CCC(C(=O)Nc1cccnc1Cl)c1ccccc1 (centres undefined) | 5% | -19% | 0.2 | 1% | 24% | i | -0.8% | 8% | -33% |
| Cc1ccc(S(=O)(=O)N2C[C@H]3C(=O)C[C@@H](c4ccc(Cl)cc4)N(S(=O)(=O)c4ccc(C)cc4)[C@H]3C[C@H]2c2ccccc2)cc1 | x | -14% | -0.1 | 1% | x | i | 0.6% | 8% | 4% |
| COC(=O)[C@@H]1C[C@@]2(O)[C@@H](O)[C@@H](O)[C@@H](O)C[C@H]2N1Cc1ccc(-c2ccccc2)cc1 | 0% | u | -0.3 | -3% | 4% | i | -0.5% | -3% | -81% |
| Cc1nccn1-c1ccc(C=O)cc1 | 8% | -3% | 0.9 | 3% | -2% | i | 2.7% | x | 2% |
| O=C(COC(=O)c1ccc([N+](=O)[O-])s1)Nc1ccc(Cl)cn1 | u | -13% | -3.0 | 2% | 2% | i | 0.0% | x | 2% |
| O=C(c1cc2cc(Br)ccc2oc1=O)N1CCN(c2ccccn2)CC1 | -7% | -4% | 0.3 | 13% | -11% | i | -0.6% | -2% | 32% |
| Cc1ccccc1NC(=O)CN1CCN(C)CC1 | 4% | -25% | -2.1 | 4% | 4% | i | -0.4% | 0% | -48% |
| C=CCn1c(C)cc(C(=O)CSc2nc3ccccc3[nH]2)c1C | x | -2% | -4.0 | 13% | -17% | u | -2.1% | u | -2% |
| N#Cc1cnc(Sc2ccccc2)nc1 | 1% | 4% | 3.0 | 12% | -8% | i | 17% | 52%[activator] | 19% |
| NS(=O)(=O)c1ccc(N=Nc2c(O)c(C(=O)O)cc3ccccc23)cc1 | 0% | -27% | 20 | 3% | u | u | 22% | x | -6% |
| O=S(=O)(c1ccc(F)cc1)N1CCN(c2nc(-c3cccs3)nc3ccccc23)CC1 | u | -2% | x | x | -4%&9% | x | x | x | -23% |
| COc1ccccc1Nc1nnc(SCC(=O)Nc2cc(C)on2)s1 | 12% | u | -0.1 | 0% | 11% | i | 0.2% | 0% | -11% |
| Cc1ccc(C(=O)C(C)OC(=O)CCN2C(=O)C3C4C=CC(C5CC45)C3C2=O)cc1 (centres undefined) | 6% | -1% | -2.0 | 7% | -5% | i | 0.0% | 9% | 4% |
| O=C(CCNC(=O)c1ccccc1)NNC(=O)COc1ccccc1Cl | 19% | 0% | 0.4 | -16% | 0% | i | -0.3% | 6% | 1% |
| CCc1cc(C(=O)NNC(=S)Nc2ccccc2C)cs1 | u | u | -0.5 | -6% | 0% | i | 3.5% | 68%[activator] | 0% |
| CCc1nc2nc(C)c(NS(=O)(=O)c3ccc(C)cc3)c(=O)n2[nH]1 | 0% | -8% | x | x | 5% | i | -0.7% | 7% | -2% |
| CSCC[C@H](NC(=O)Cc1c(C)c2c(cc(C)c3c(C)coc32)oc1=O)C(=O)O | 0% | 3% | -0.3 | 6% | 10% | i | -0.4% | -22% | -3% |
| Cc1ccc(S(=O)(=O)N2CCN(c3nn(C)c(=O)n(C)c3=O)CC2)cc1C | u | -11% | -0.2 | 8% | 2% | i | -0.6% | u | -30% |
| Cc1ccc(-c2cc(C(=O)N/N=C/c3c(C)nn(C)c3C)c3ccccc3n2)c(C)c1 | -27% | -11% | 0.2 | 13% | -15% | i | 4.7% | 1% | -67% |
| CC1CCCC(NC(=O)COC(=O)CCc2ccccc2)C1C (centres undefined) | 1% | 1% | 1.6 | 6% | -2% | i | -0.9% | 11% | 2% |
| O=C(NC1CCN(Cc2ccccc2)CC1)c1cccc(S(=O)(=O)Nc2ccc(SC(F)F)cc2)c1 | 16µM* | 11µM* | -0.3 | 7% | u | i | 0.2% | u | -84% |
| c1ccc2c(c1)nc(NCc1ccc3c(c1)OCO3)n2CCN1CCOCC1 | -25% | 0% | 0.1 | 8% | 6% | i | 0.1% | -1% | -11% |
| Cc1cnc(C(=O)OCC(=O)N2c3ccccc3NC(=O)C2(C)C)cn1 | 17% | 5% | -3.6 | 3% | 2% | i | -0.2% | -17% | 5% |
| CS(=O)(=O)N(CC(=O)NCc1ccccc1Cl)c1cccc([N+](=O)[O-])c1 | -15% | u | -1.6 | 3% | -1% | u | -1.0% | x | 5% |
| CC(=NCCc1ccccc1)C1=C(O)CSC1=O | 16% | 6% | -1.5 | 10% | 2% | i | 9.6% | 51%[activator] | -4% |
| COc1ccc(CC(=O)N2CCCC2)c(OC)c1 | 13% | 3% | 0.2 | -2% | -3% | i | 0.6% | 3% | 10% |
| COc1cccc(OC)c1C(=O)N1CCN(c2c(Cc3ccccc3)c(C)nc3ncnn23)CC1 | -22% | u | -1.1 | 7% | -7% | i | -0.1% | 0% | -28% |
| COc1ccc(Cc2nnc(SCC(=O)NCc3ccco3)o2)cc1 | 2% | 0% | 0.4 | 3% | 0% | i | 0.1% | 20% | -3% |
| CCN1CCN(Cc2ccc(NC(=O)c3ccc(C)c(NC(=O)c4cccc5[nH]ccc45)c3)cc2C(F)(F)F)CC1 | u | u | -3.3&0.0 | 22%&10% | 6% | x | -6.1%&5.4% | u | -156%&-12% |
| CC(=O)Nc1cc(-c2ccc(S(C)(=O)=O)cc2)cn2c(-c3ccc(F)c(Cl)c3)cnc12 | x | u | -0.4 | 17% | x | i | 12% | -10% | -2% |
| CCc1ccc(S(=O)(=O)c2cn(CC(=O)Nc3cccc(C)c3)c3ccc(Cl)cc3c2=O)cc1 | 9% | 5% | x | x | 0% | u | 0.5% | -3% | 2% |
| COc1cccc(CNc2nc3cc(-c4cccc(Cl)c4)sc3c(=O)n2C)c1 | x | -6% | 0.8 | 11% | x | i | u | -6% | -11% |
| CCOCCc1nnc(NC(=O)CS(=O)(=O)Cc2ccccc2)s1 | u | 8% | 0.2 | 5% | u | i | -1.1% | 6% | 3% |
| O=C(CCc1ccccc1)Nc1nnc(-c2ccccn2)o1 | 0% | 2% | -4.7 | -2% | 13% | i | -0.5% | 3% | -4% |
| C[C@H](NC(=O)c1ccccc1)C(=O)N1CCN(Cc2ccc3c(c2)OCO3)CC1 | -5% | 1% | 0.0 | 7% | -1% | i | -1.3% | -1% | -7% |
| C[C@H](CO)N1C[C@H](C)[C@H](CN(C)Cc2ccncc2)Oc2ncc(C#CC3CC3)cc2C1=O | x | 23% | -0.7 | 15% | x | i | -0.4% | -7% | -9% |
| O=C(CSc1ncnc2c1nnn2Cc1ccccc1F)N1CCN(c2ccccc2)CC1 | u | -13% | 1.0 | -14%[15.6 µM] | 2% | i | 17% | -35% | 7% |
| CC(C)Cn1cc(C(=O)N2CCOCC2)c2c3ccccc3n(C)c2c1=O | x | 27% | -1.8 | -6% | -7% | u | -0.5% | -8% | -3% |
| O=C(CCN1C(=O)c2cccc3cccc(c23)C1=O)N1CCOCC1 | u | 6% | 1.4 | 0% | -4% | i | 8.1% | 6% | 1% |

Compounds shown so far with an aryl methoxy group (six):
| molecule | Nrf2 block | TGFb inhibitor | IL-2 act | EPAC2 agonist | A549 viability | ATXN viability | Nrf2 activator | ATXN2 expr inh | HepG2 tox |
| --- | --- | --- | --- | --- | --- | --- | --- | --- | --- |
| COc1cc(NC(=O)Nc2c[nH]c(=O)[nH]c2=O)cc(OC)c1OC | u | 6% | x | x | 8% | u | -0.4% | 6% | -1% |
| COc1ccccc1Nc1nnc(SCC(=O)Nc2cc(C)on2)s1 | 12% | u | -0.1 | 0% | 11% | i | 0.2% | 0% | -11% |
| COc1ccc(CC(=O)N2CCCC2)c(OC)c1 | 13% | 3% | 0.2 | -2% | -3% | i | 0.6% | 3% | 10% |
| COc1cccc(OC)c1C(=O)N1CCN(c2c(Cc3ccccc3)c(C)nc3ncnn23)CC1 | -22% | u | -1.1 | 7% | -7% | i | -0.1% | 0% | -28% |
| COc1ccc(Cc2nnc(SCC(=O)NCc3ccco3)o2)cc1 | 2% | 0% | 0.4 | 3% | 0% | i | 0.1% | 20% | -3% |
| COc1cccc(CNc2nc3cc(-c4cccc(Cl)c4)sc3c(=O)n2C)c1 | x | -6% | 0.8 | 11% | x | i | u | -6% | -11% |
